# Assay outcomes (PubChem)
# TIM10 inh: growth inhibitors of isogenic TIM10 control yeast, primary screen, counter-screen for tim10-1 yeast inhibitor project, luminescence, uHTS | S. cerevisiae TIM10 strain growth, BacTiter-Glo luminescence, 24 h | inhibition, % at 10 µM | hit rate 1.4% among 330,000 | AID 463195, 2010;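 active means inhibition of 40% or more at the single tested concentration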;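 further: wild-type TIM10 isogenic control strain grown at permissive 25 °C; 0% = DMSO yeast wells and 100% = minimal medium wells without yeast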
# mIAP inh: inhibitors of mouse IAP, primary screen, biochemical, luminescence, uHTS | intestinal alkaline phosphatase [Mus musculus] | purified mouse IAP, CDP-Star luminescence, 30 min | inhibition, % at 10 µM | hit rate 0.2% among 330,000;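 active means inhibition of at least 40% at 10 µM in the primary screen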;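 further: plate controls were DMSO with enzyme for no effect and no enzyme wells for full effect; values of inactives mirror those of a sister screen read the other way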
# hIAP inh: human IAP inhibitors, primary screen, biochemical, luminescence, uHTS. purified IAP, CDP-Star luminescence, 30 min. inhibition, % at 10 µM. hit rate 0.12% among 330,000. AID 2544, 2010;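 active means inhibition reaching a set limit with compound at 10 µM in the primary screen, cut at about 35% in these data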;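 further: plate controls were DMSO wells with enzyme for no effect and no-enzyme buffer wells for full effect; values of inactives mirror those of a sister screen read the other way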
# mIAP activ: activators of mouse IAP, primary screen, biochemical, luminescence, uHTS; AID 2805, 2010; hit rate 0.24% among 330,000; activation factor at 10 µM; muIAP, CDP-Star luminescence, 30 min; active compounds read high; 1 = vehicle-only enzyme signal, 0 = enzyme-free wells;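 active means activation factor of at least 2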; further: the source names both 10 and 20 µM as test concentration; values of inactives mirror those of a sister screen read the other way
#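 Assay system: mouse IAP enzyme; reagent: chemiluminescent substrate CDP-Star; dosing: test compounds delivered from DMSO solution; schedule: 30 min at room temperature; measured by: luminescence from enzymatic CDP-Star hydrolysis; controls: DMSO-only wells and no-enzyme negative control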
# NALP3 yeast inh: NALP3 inflammasome inhibitors in reconstituted yeast, primary screen, luminescence, uHTS. Yeast reconstituted NLRP3/ASC/caspase-1, beta-gal luminescence, 24 h. inhibition, % at 10 µM. hit rate 0.39% among 330,000;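 active means inhibition of 50% or more; inactive means inhibition below 50%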;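 further: plate controls were induced DMSO wells for no effect and uninduced yeast grown without galactose for full effect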
# hIAP activ: human IAP activators, primary screen, biochemical, luminescence, uHTS; AID 2524, 2010; Intestinal-type alkaline phosphatase (Homo sapiens), P09923; purified human IAP, CDP-Star luminescence, 30 min; active compounds read high; 1 = vehicle-only enzyme, 0 = enzyme-free background; hit rate 0.16% among 330,000; activation factor at 10 µM;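 active means activation factor of the enzyme at least 2-fold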; further: the source names both 10 and 20 µM as test concentration; values of inactives mirror those of a sister screen read the other way
# tim10-1 inh: growth inhibitors of tim10-1 mutant yeast, primary screen, luminescence, uHTS | S. cerevisiae tim10-1 ts strain growth, BacTiter-Glo, 24 h | inhibition, % at 20 µM | hit rate 2.2% among 330,000;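 active means inhibition of at least 40%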;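 further: mutant grown at 25 °C; 0% = DMSO wells with yeast and 100% = wells holding no yeast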
# ATG4B inhibitor: ATG4B protease inhibitors, primary screen, biochemical, fluorescence, uHTS; Cysteine protease ATG4B (Homo sapiens), Q9Y4P1; ATG4B cleavage of LC3-PLA2, NBD-HPC fluorescence, 1 h; inhibition, % at 8.33 µM; hit rate 0.51% among 340,000; in the data active means inhibition above about 40%
# Apaf1 inhib: inhibitors of human Apaf-1 apoptosome, primary screen, biochemical, DEVD-Rh110 fluorescence, uHTS; AID 489030, 2010; Apoptotic protease-activating factor 1 (Homo sapiens), O14727; inhibition, % at 20 µM; reconstituted apoptosome caspase-3 activity; hit rate 0.71% among 330,000; active means inhibition of at least 40% at 20 µM;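 further: plate controls were DMSO wells for no effect and DEVD-CHO caspase inhibitor wells for full effect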
# Target sequence (O14727 whole entry, looked up): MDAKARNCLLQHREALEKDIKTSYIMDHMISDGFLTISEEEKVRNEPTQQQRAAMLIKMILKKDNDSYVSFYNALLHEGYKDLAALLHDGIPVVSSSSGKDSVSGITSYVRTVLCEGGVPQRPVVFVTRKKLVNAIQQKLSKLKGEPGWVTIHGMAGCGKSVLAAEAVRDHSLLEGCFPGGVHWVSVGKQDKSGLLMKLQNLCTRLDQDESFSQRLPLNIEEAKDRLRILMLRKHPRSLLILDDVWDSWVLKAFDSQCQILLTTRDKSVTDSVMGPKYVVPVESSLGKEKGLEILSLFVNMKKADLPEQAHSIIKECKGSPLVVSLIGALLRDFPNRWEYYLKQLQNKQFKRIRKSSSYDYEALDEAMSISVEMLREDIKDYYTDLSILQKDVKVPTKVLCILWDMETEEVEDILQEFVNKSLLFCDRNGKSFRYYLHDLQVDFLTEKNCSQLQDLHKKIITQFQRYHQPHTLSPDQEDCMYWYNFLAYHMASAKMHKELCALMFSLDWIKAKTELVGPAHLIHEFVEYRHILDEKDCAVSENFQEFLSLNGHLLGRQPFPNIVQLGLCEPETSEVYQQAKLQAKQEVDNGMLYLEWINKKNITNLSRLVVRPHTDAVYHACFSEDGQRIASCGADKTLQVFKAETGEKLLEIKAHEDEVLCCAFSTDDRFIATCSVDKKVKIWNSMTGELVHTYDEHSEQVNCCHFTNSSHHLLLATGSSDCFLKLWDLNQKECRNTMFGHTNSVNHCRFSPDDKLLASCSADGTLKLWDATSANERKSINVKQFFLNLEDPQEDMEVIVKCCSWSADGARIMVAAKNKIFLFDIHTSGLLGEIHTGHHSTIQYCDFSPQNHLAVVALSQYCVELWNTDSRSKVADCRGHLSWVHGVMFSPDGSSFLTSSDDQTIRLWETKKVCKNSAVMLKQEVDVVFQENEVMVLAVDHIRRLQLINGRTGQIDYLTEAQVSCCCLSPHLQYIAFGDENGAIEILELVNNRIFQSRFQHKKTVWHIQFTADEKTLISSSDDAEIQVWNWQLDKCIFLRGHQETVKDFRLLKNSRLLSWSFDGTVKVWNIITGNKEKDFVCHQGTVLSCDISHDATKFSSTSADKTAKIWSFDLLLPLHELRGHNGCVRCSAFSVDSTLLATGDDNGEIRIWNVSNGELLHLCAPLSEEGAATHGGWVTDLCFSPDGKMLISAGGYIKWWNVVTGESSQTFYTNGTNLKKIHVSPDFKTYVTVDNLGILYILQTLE
#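 System – cell-free apoptosome with Apaf-1, procaspase-3 and caspase-9 · Buffer or medium – pH 7.5 Hepes buffer with CHAPS, BSA, DTT · Also added – cytochrome c with DEVD-Rh110 · Times – 30 min compound preincubation, 50 min activation, room temperature · Technique – Rh110 fluorescence intensity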
# Starred values were filed as active, the others as inactive; / = no result given.
SMILES,TIM10 inh,mIAP inh,hIAP inh,mIAP activ,NALP3 yeast inh,hIAP activ,tim10-1 inh,ATG4B inhibitor,Apaf1 inhib
CN(Cc1cccc2cnccc12)C(=O)CCc1nnc(CCc2ccccc2)o1,-13,-4,0,1,3,1,12,-12,-2
COc1ccc(O)c(/C=N/NC(=O)c2ccc(OCc3cccc(Br)c3)cc2)c1,12,20,-67,0.81,6,1.7,18,4,13
O=C(COC(=O)c1cc(S(=O)(=O)N2CCCCC2)ccc1N1CCOCC1)NC1CCS(=O)(=O)C1 (centres undefined),-4,-11,-15,1.1,3,1.2,13,-6,-5
CC1(C)CC(=O)C/C(=N\NC(=O)CCc2ccc(S(=O)(=O)N3CCOCC3)cc2)C1,0,-4,-16,1,4,1.2,15,6,8
Cc1ccc(-n2ncc3c2CCCC3NC(=O)c2ocnc2C)cc1C (centres undefined),19,-2,-10,1,10,1.1,15,16,-3
O=c1[nH][nH]c(-c2ccccc2O)c1C(C[N+](=O)[O-])c1ccccc1 (centres undefined),36,4,7,0.96,31,0.93,45*,-7,7
Cc1nc(SCc2ccc(C(=O)O)cc2)c2c(C)c(C)sc2n1,14,-2,-7,1,33,1.1,13,28,-8
CSC1=NSC2=NC(=O)/C(=C/c3coc4ccc(O)cc4c3=O)C(=N)N12,12,56*,-4,0.44,12,1,6,15,-12
CCN1CCN(S(=O)(=O)c2ccc(Cl)c(C(=O)N(C)CCOc3ccc(Cl)cc3)c2)CC1,6,0,-5,1,20,1.1,18,-3,18
COc1ccc(-c2cn3cccnc3n2)cc1NC(=O)c1cc(OC)c(OC)c(OC)c1,15,-8,-20,1.1,-4,1.2,15,-2,3
CCN1C(=O)c2ccccc2S(=O)c2ccc(C(=O)N3CCCC3)cc21 (centres undefined),0,7,-6,0.93,-2,1.1,-1,2,6
CCN1C(=O)[C@H]2[C@@H](c3ccc(-c4ccccc4)c(OC)c3)N[C@@](Cc3ccccc3)(C(=O)OC)[C@H]2C1=O,13,11,3,0.89,12,0.97,6,9,20
COC(=O)c1ccccc1N1C(=O)[C@@H]2C(c3ccc(F)cc3)=NO[C@@H]2C1=O,-1,10,12,0.91,6,0.89,7,-3,-12
CCOc1ccc(Nc2nc(N)nc(CSC(=S)N3CCN(c4ccccc4)CC3)n2)cc1,8,-5,6,1,10,0.94,7,-11,7
O=C(NCc1ccco1)C(c1ccc(F)cc1)N(Cc1cccnc1)C(=O)Cn1nnc2ccccc21 (centres undefined),-9,-10,-3,1.1,25,1,-8,-8,-1
COc1cccc(-c2cn(C[C@H]3CC[C@@H]([C@@H]4CC[C@H](Cn5cc(-c6cccc(OC)c6)nn5)O4)O3)nn2)c1,-3,-3,9,1,-2,0.91,2,-5,13
COc1ccc(C(=O)NCCc2nnc3ccc(SCC(=O)Nc4ccccc4)nn23)cc1,3,4,-5,0.96,0,1.1,-8,1,-1
COc1cccc(CN2CC(C(=O)NCCc3ccc(C)o3)CCC2=O)c1 (centres undefined),8,10,-7,0.9,-4,1.1,-3,-7,-2
Cc1cc(C)n(-c2nncc(-c3ccccc3)n2)n1,-4,8,-13,0.92,17,1.1,2,-5,-7
CCOc1cc(/C=C2/C(=N)N3C=CSC3=NC2=O)ccc1OCCCOc1ccccc1C,-3,7,16,0.93,8,0.84,-7,-2,2
CCOC(=O)c1sc(NC(=O)C(CC)OC(=O)C(CC(C)C)NC(=O)c2ccccc2)nc1C (centres undefined),11,10,-9,0.9,16,1.1,26,-18,13
COc1ccc(-n2nc(C(=O)NCC(=O)N3CCC(C)CC3)c3ccccc3c2=O)cc1Cl,16,-2,-37,1,25,1.4,24,-2,13
Cc1oc(C(C)(C)C)cc1C(=O)Nc1ccc2c(c1)OCO2,-11,-20,2,1.2,23,0.97,9,8,1
COc1ccc(CCNC(=O)C2CCCN(Cc3nc(-c4cccc(Cl)c4)oc3C)C2)cc1OC (centres undefined),23,12,4,0.88,13,0.96,21,-15,20
COc1ccc(NC(=O)c2ccc(OC(=S)N(C)c3ccc(OC)cc3)cc2)cc1,-4,9,14,0.91,13,0.85,13,3,-33

# The last four compounds of the part above come first, to join the parts.
SMILES,TIM10 inh,mIAP inh,hIAP inh,mIAP activ,NALP3 yeast inh,hIAP activ,tim10-1 inh,ATG4B inhibitor,Apaf1 inhib
COc1ccc(-n2nc(C(=O)NCC(=O)N3CCC(C)CC3)c3ccccc3c2=O)cc1Cl,16,-2,-37,1,25,1.4,24,-2,13
Cc1oc(C(C)(C)C)cc1C(=O)Nc1ccc2c(c1)OCO2,-11,-20,2,1.2,23,0.97,9,8,1
COc1ccc(CCNC(=O)C2CCCN(Cc3nc(-c4cccc(Cl)c4)oc3C)C2)cc1OC (centres undefined),23,12,4,0.88,13,0.96,21,-15,20
COc1ccc(NC(=O)c2ccc(OC(=S)N(C)c3ccc(OC)cc3)cc2)cc1,-4,9,14,0.91,13,0.85,13,3,-33
Cc1cccc(/C=C2\CS/C(=C\c3cccc(C)c3)C2=O)c1,24,19,9,0.81,15,0.91,44*,-8,22
NC(=O)CSc1nnc(-c2cccs2)n1Cc1ccco1,15,5,-4,0.95,-2,1,4,-10,-22
CCOc1ccc(OCC(O)CN2CCc3ccccc3C2)cc1 (centres undefined),-5,1,6,0.99,17,0.94,11,-7,3
Cc1ccccc1-c1nc(CN2CCC(C(=O)NCCC3=CCCCC3)CC2)c(C)o1,3,-38,2,1.4,24,0.97,3,-4,18
CCOC(=O)c1c(NC(=O)C2c3ccccc3Oc3ccccc32)sc(C(C)=O)c1C,-4,7,22,0.93,2,0.78,18,0,11
O=C1C=C(N2CCOCC2)c2ccccc2C1=O,12,-4,45*,1,6,0.55,3,64*,98*
Cc1ccc(NC(=O)CN2C(=O)S/C(=C\c3cccn3-c3cccc(C(=O)O)c3)C2=O)cc1C,4,1,12,0.99,9,0.88,-20,22,0
O=S(=O)(NC1CC2CCC1C2)c1ccc(Br)cc1 (centres undefined),-125,-8,-1,1.1,43,1,10,-8,17
Cc1cc(C(=O)Nc2cccc(-c3ccc(N4CCOCC4)nn3)c2)ccc1[N+](=O)[O-],9,8,-7,0.92,15,1.1,13,0,17
CC(C)n1cc(CNC(=O)C2CCC(=O)N(Cc3ccccc3F)C2)cn1 (centres undefined),-4,-2,-33,1,8,1.3,-4,8,0
O=C(Nc1ccc(F)cc1F)N1CCN(C/C=C/c2ccccc2)CC1,4,2,-14,0.98,31,1.1,6,-1,7
O=c1c2c(-c3ccc(Cl)cc3)csc2ncn1/N=C/c1cccc([N+](=O)[O-])c1O,34,8,19,0.92,21,0.81,20,-10,10
CCOCCCNC(=O)C(NC(=O)CC1NC(=O)NC1=O)c1ccc(Cl)cc1 (centres undefined),6,2,-8,0.98,7,1.1,23,-7,10
Cc1ccc(NC(=O)[C@@H](NC(=O)c2cccc(S(=O)(=O)N3CCOCC3)c2)C(C)C)cc1C,3,-12,8,1.1,4,0.92,6,-8,15
S=C(Nc1cccc(Cl)c1)N(CCCN1CCCC1)Cc1cccn1Cc1ccc(Cl)cc1,-27,7,5,0.93,32,0.95,-43,-1,-8
O=c1[nH]c(CSc2nnnn2-c2ccccc2)nc2ccccc12,4,2,3,0.98,8,0.97,8,-2,6
C=CCn1c(SCCN2C(=O)c3ccccc3C2=O)nc2scc(-c3ccccc3)c2c1=O,1,14,-4,0.86,-7,1,14,-1,18
CN(C)C(CNC(=O)C1CCN(S(=O)(=O)c2cccc(Cl)c2Cl)CC1)c1ccccc1 (centres undefined),-1,4,-1,0.96,20,1,26,-6,7
COCC(=O)N=Nc1c(O)[nH]c2ccccc12,6,11,13,0.89,0,0.87,4,-6,-3
NC(=O)CSc1nnc(-c2ccncc2)n1CCc1ccccc1,-11,-14,4,1.1,2,0.95,17,-9,12
CC(=O)c1ccc(-n2c(-c3cc(-c4ccsc4)n[nH]3)n[nH]c2=S)cc1,-11,9,-30,0.91,27,1.3,-9,-7,-8
CCOC(=O)CC(NC(=O)c1cc2cccc(OC)c2oc1=O)c1cccc([N+](=O)[O-])c1 (centres undefined),7,-3,-4,1,-5,1,27,-13,10
CC(=O)Nc1ccc(NC(=O)c2ccco2)cc1,2,-5,-13,1.1,2,1.1,12,-8,9
Cc1ccc(S(=O)(=O)N(C)c2c(C)ccc(S(=O)(=O)NC(C)(C)C)c2C)cc1,1,-2,-3,1,21,1,30,-2,8
O=C(NCc1ccco1)C(C(=O)c1ccc(F)cc1)n1ccccc1=O (centres undefined),5,2,6,0.98,2,0.94,5,-7,-2
# Following part.
SMILES,TIM10 inh,mIAP inh,hIAP inh,mIAP activ,NALP3 yeast inh,hIAP activ,tim10-1 inh,ATG4B inhibitor,Apaf1 inhib
O=C(N/N=C\c1cccnc1)C1c2ccccc2Oc2ccccc21,7,9,-12,0.91,29,1.1,17,3,1
CCOC(=O)C1CCCN(CCC(C)c2ccccc2)C1 (centres undefined),0,6,3,0.94,6,0.97,8,3,-7
COc1cccc(OCC(=O)Nc2ccc(OC)c(OC)c2)c1,4,-6,16,1.1,26,0.84,-2,-14,-1
Cc1c(NC(=O)C2CCN(S(=O)(=O)c3ccccc3)CC2)c(=O)n(-c2ccccc2)n1C,-9,2,-3,0.97,12,1,2,2,2
Cc1ccc(/C=N/NC(=O)c2ccc(-n3cccc3)cc2)o1,-8,6,-8,0.94,32,1.1,-20,-9,11
COc1ccc(-n2nnnc2SCC(=O)c2ccc3c(c2)OCCO3)cc1,-17,7,8,0.93,6,0.92,18,-2,3
O=S(=O)(c1ccc2c(c1)OCCO2)N1CCC(n2cnc3cc(F)ccc32)CC1,12,1,-33,0.99,14,1.3,23,-5,7
Cc1ccc(S(=O)(=O)Cn2nnnc2CN(Cc2ccco2)Cc2cccs2)cc1,-6,-4,-31,1,-3,1.3,23,0,14
CC[C@]12c3[nH]c4ccc(OC)cc4c3CCN1C(=O)C(CC(=O)NC/C=C(\C)CCC=C(C)C)C[C@@H]2C(=O)N1CCN(C(=O)c2ccco2)CC1 (some centres undefined),0,-27,/,1.3,/,/,9,-9,40*
CCCc1cc(=O)oc2cc(OCC(=O)Nc3ccc(S(N)(=O)=O)cc3)ccc12,-18,6,-13,0.94,-12,1.1,-5,-16,-12
Cc1ccc(C(C[N+](=O)[O-])c2c(N)n(C)c(=O)n(C)c2=O)cc1 (centres undefined),24,-40,-8,1.4,70*,1.1,36,-1,-8
CC(NC(=O)c1ccc(Br)cc1)c1ccccc1 (centres undefined),-106,-12,-1,1.1,14,1,-16,-3,6
CC(NC(=O)COC(=O)c1nc(Cl)ccc1Cl)c1ccccc1 (centres undefined),7,6,2,0.94,17,0.98,10,-12,2
O=C(Nc1ccccc1Cl)C1CCCN(S(=O)(=O)c2ccc(-n3cnnn3)cc2)C1 (centres undefined),7,6,2,0.94,22,0.98,-4,12,6
O=S(=O)(NCCSc1ccccc1)c1ccc(F)cc1,-8,22,9,0.78,23,0.91,31,4,0
CCCOc1ccc(-c2nn(-c3ccccc3)cc2/C=C2\SC(N)=NC2=O)cc1C,9,-10,9,1.1,19,0.91,18,-1,0
